Htt clearance: clearance of mutant huntingtin inclusions, primary screen, imaging, HeLa Exon1htt(103Q)mCFP, confocal imaging | aggregate imaging; zero = plate's median compound well | inhibition, % at 1.5 µM | hit rate 0.42% among 47,000 | AID 853, 2007;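 active = inhibition of aggregate fluorescence above about 70%, also judged a hit by eye on the cell image, limit read from the data, passing the limit was not always enough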;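 also: cells exposed to compound for three days before fixation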
Htt clearance grain fraction: recorded beside Htt clearance, whose call it bears; fraction fluorescence in grains; measured here: aggregate grain fluorescence fraction; active compounds read low;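 scaled fraction of total cell fluorescence in grains with unit not stated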
Starred values were filed as active, the others as inactive.

SMILES | Htt clearance | Htt clearance grain fraction
COc1ccc(S(=O)(=O)Nc2nnc(CC(C)C)s2)cc1 | -9.3 | 21.4
O=C(NCCN1CCOCC1)c1ccc(Cl)cc1 | -15.7 | 43.3
CCCc1cc(C(N)=S)ccn1 | 32.3 | 12.5

Of the compounds above, two contain nitrogen in an aromatic ring.
SMILES | Htt clearance | Htt clearance grain fraction
COc1ccc(S(=O)(=O)Nc2nnc(CC(C)C)s2)cc1 | -9.3 | 21.4
CCCc1cc(C(N)=S)ccn1 | 32.3 | 12.5

An excerpt from above in order of their number in Htt clearance, highest first:
SMILES | Htt clearance | Htt clearance grain fraction
CCCc1cc(C(N)=S)ccn1 | 32.3 | 12.5
COc1ccc(S(=O)(=O)Nc2nnc(CC(C)C)s2)cc1 | -9.3 | 21.4
O=C(NCCN1CCOCC1)c1ccc(Cl)cc1 | -15.7 | 43.3

High-throughput results deposited in PubChem by Columbia University Molecular Screening Center.

Only part of the results is shown. The share of hits here may be higher or lower than overall.
